TDP1 cell noCPT – qHTS for Inhibitors of human tyrosyl-DNA phosphodiesterase 1 (TDP1): qHTS in cells in absence of CPT; DT40 Tdp1-/- hTDP1 cells, no CPT, ATP luminescence, 48 h; Potency, µM (titrated, usually from 46.2 µM), for inactives: top-dose activity change, negative = growth inhibition, most hits filed as inhibitors; AID 686978, 2013; actives 15% (n = 420,000); note: nearly all actives have a fitted effect of over 55% in size
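Growth of hTDP1-complemented DT40 Tdp1-knockout cells is measured by ATP luminescence after at least 48 hr compound exposure at 37 °C, with DMSO substituting for the 20 nM CPT used in the parallel screen.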
TDP1 inh – qHTS Assay for Inhibitors of Tyrosyl-DNA Phosphodiesterase (TDP1); Tyrosyl-DNA phosphodiesterase 1 (Homo sapiens), Q9NUW8; recombinant TDP1, AlphaScreen DNA substrate cleavage; Potency, µM (highest dose often 130 µM), inactives show at the highest dose activity change, negative = inhibition, most hits filed as inhibitors; actives 0.28% (n = 350,000); note: nearly all actives have a fitted effect of over 40% in size
Target sequence (Q9NUW8 whole entry, looked up): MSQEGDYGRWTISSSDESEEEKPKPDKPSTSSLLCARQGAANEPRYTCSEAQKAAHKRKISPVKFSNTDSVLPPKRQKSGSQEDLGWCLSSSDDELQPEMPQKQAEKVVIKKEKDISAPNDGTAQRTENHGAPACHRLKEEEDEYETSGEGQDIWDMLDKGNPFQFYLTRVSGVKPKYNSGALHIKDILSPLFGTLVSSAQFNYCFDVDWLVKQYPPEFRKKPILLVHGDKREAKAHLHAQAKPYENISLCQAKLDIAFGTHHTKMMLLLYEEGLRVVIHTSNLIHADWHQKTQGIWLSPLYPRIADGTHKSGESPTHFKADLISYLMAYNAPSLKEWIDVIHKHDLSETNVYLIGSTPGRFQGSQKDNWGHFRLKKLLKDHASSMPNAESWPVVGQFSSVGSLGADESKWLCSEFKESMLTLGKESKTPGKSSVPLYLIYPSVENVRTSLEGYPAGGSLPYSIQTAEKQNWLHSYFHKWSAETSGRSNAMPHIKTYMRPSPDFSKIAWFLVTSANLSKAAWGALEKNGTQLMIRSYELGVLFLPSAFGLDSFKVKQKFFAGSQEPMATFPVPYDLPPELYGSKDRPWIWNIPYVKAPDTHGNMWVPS
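Tdp1 1 nM final; 15 min RT w/ cpd; substrate 15 nM, 5 min; beads 10 ug/ml, 10 min; AlphaScreen read. Neg ctrl: no enzyme.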
DT40 TDP1 CPT – qHTS for Inhibitors of human tyrosyl-DNA phosphodiesterase 1 (TDP1): qHTS in cells in presence of CPT | chicken DT40 Tdp1-/-;hTDP1 cells + 20 nM CPT, ATP luminescence, 48 h | Potency, µM (highest dose often 46.2 µM), without a hit: top-dose activity change, negative = growth inhibition, most hits filed as inhibitors | actives 12% (n = 420,000); note: nearly all actives have a fitted effect of over 55% in size
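Chicken DT40 Tdp1-/- cells stably complemented with human TDP1 were seeded at 400 cells/well in medium containing 20 nM camptothecin, exposed to pin-transferred compounds, and grown at 37 °C for at least 48 hr. Viability was read as ATP luminescence.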
Numbers without * were called inactive; u = inconclusive; x = not tested or not shown; & = joins results of further samples; [ ] = another dose, or the depositor's remark. Calls come from the whole dose curve; as a rule, active = well fitted curve in the direction sought with a large enough effect; inconclusive = small, poorly fitted or top-dose-only effect, or another doubt; inactive = no such curve, though single readings can be large; an effect the other way counts as inactive or inconclusive. % is set by controls: 0 for no effect and ±100 for the full control effect; potency is the fitted concentration of half-maximal effect. Compounds were not picked by outcome; 18% or so of the library scored in one or more.

Order of results: TDP1 inh | TDP1 cell noCPT | DT40 TDP1 CPT
#1 N#CCSc1nnc(-c2ccc(F)cc2)n1N
  -2% | 2% | 2%
#2 O=C(NCCc1ccc(Cl)cc1)c1ccc(CS(=O)(=O)Cc2ccccc2F)o1
  -1% | 21µM* | u
#3 FC(F)(F)C1CC(c2cccs2)Nc2ncnn21 (centres undefined)
  4% | -20% | 0%
#4 Cc1ccc(-n2ncc(C(=O)N3CCN(C4CCCCC4)CC3)c2C2CCN(C(=O)OC(C)(C)C)CC2)cc1
  1% | u | u
#5 COC(=O)C1=C(C)N(C)C(=O)NC1c1ccsc1 (centres undefined)
  -5% | 20% | 3%
#6 COCCOC(=O)C1=C(C)NC(=O)NC1c1c(OC)ncnc1OC (centres undefined)
  0% | -8% | -1%
#7 Cc1ccc(S(=O)(=O)Cc2ccc(C(=O)N3CCN(c4ccc(F)cc4)CC3)o2)cc1
  5% | u | u
#8 CCc1ccc2oc(C(=O)Nc3nc(-c4ccc(F)cc4)ns3)c(C)c2c1
  0% | u | u
#9 OCC1(Cc2ccccc2)CCN(Cc2ccccn2)CC1
  0% | -6% | -16%
#10 C/C(=N\N=C1/NC(=O)C(C)S1)c1ccco1 (centres undefined)
  4% | -1% | -3%
#11 CCOc1ccc(-n2c(=O)c3ccccc3c3ccccc3c2=O)cc1
  4% | 3% | 3%
#12 COc1cc([N+](=O)[O-])ccc1NC(=O)NNC(=O)CCc1ccccc1
  4%[56.1 µM] | 6% | -3%
#13 O=c1oc2ccccc2c(CNc2ccccc2)c1[N+](=O)[O-]
  x | 4% | 3%
#14 COc1ccc(Br)cc1/C=N/NC(=O)CNC(=O)C1COc2ccccc2O1 (centres undefined)
  2% | -11% | -29%
#15 Cc1cc(=O)[nH]c2c(C)cc(S(=O)(=O)Nc3ccc(O)cc3)cc12
  0% | 0% | -17%
#16 CC(C)CNC(=O)C1C(=O)Nc2ccccc2C(=O)N1C(C)(C)C (centres undefined)
  x | -1% | 2%
#17 CCNc1cc(Cl)nc(SC)n1
  1% | -21% | -6%
#18 COc1ccc(CC(=O)Nc2nc(-c3cccc([N+](=O)[O-])c3)cs2)cc1
  2% | u | u
#19 COc1ccc(-c2cc3cc(-c4cc(OC)c(OC)c(OC)c4)ccc3o2)cc1
  0% | -23% | u
#20 OCCN1CCN(CC(O)COCCOc2ccc(Br)cc2)CC1 (centres undefined)
  3% | 23µM* | u
#21 C=CCn1cccc(C(=O)Nc2ccc(C)cc2)c1=O
  x | -9% | -23%
#22 COc1cc(C)cc(CN2CCC(Cc3ccccc3)CC2)c1O
  x | u | u
#23 Cc1ccc(C(C)C)c(OCC(=O)Nc2c(C(=O)c3ccccc3)oc3ccccc23)c1
  -2% | u | -10%
#24 COc1cc(CN2CCNC(=O)C2CC(=O)NC2CCC2)cc(OC)c1 (centres undefined)
  1% | 6% | -5%
#25 CC1=C(C(=O)N2CCCCCC2)CC(CC(=O)NCC2CCCCC2)C(=O)N1CCCN1CCCC1=O (centres undefined)
  x | -23% | -9%
#26 C=CS(=O)(=O)N(Cc1ccccc1Br)[C@H](CO)Cc1ccccc1
  x | 7.1µM* | 7.9µM*
#27 CCOC(=O)[C@@H]1[C@H]2COc3cc(OC)ccc3[C@H]2N2C(=O)N(c3cccc(F)c3)C(=O)[C@]12C
  1% | u | u
#28 CC1CCc2sc(NC(=O)c3ccc(N4C(=O)CCC4=O)cc3)c(C(N)=O)c2C1 (centres undefined)
  2% | u | u
#29 Nc1c(S(=O)(=O)c2ccccc2)nnn1-c1ccccc1
  3% | -18% | -16%
#30 CC(C)(C)c1ccc(S(=O)(=O)NCc2nc3cccnc3n2Cc2ccccc2Cl)cc1
  4% | u | u

Order of results: TDP1 inh | TDP1 cell noCPT | DT40 TDP1 CPT
#31 CCOc1cccc(CC(=O)NCc2ccc3c(c2)CCN3C(C)=O)c1OCC
  4% | -16% | 8%
#32 CC1=C(C(=O)Nc2cccc(C(F)(F)F)c2)C2(CCCCC2)OC1=O
  1% | 16µM* | u
#33 Cc1cc(C)n2nc(Cc3ccccc3)nc2n1
  4% | -30% | -4%
#34 CCCCNC(=O)CCC(=O)Nc1ccc2nc(N3CCOCC3)cc(C)c2c1
  0% | -10% | -14%
#35 CN(C)c1nc(-c2cn(CCC#N)c3ccccc23)cs1
  -3% | u | u
#36 O=C(N/N=C/c1c(F)cccc1Cl)C1CC1
  x | 11% | -12%
#37 COc1ccc2cc3cc(C(=O)NC4CC4)sc3nc2c1
  -1% | 18µM* | 23µM*
#38 CCOC(=O)N1CCN(C2CC(=O)N(c3ccc(F)cc3)C2=O)CC1 (centres undefined)
  0% | -15% | -1%
#39 Cc1ccc(S(=O)(=O)Nc2cc(C)on2)cc1
  -5% | 6% | 23%
#40 COc1ccc(NC(=O)CN2CCN(C(=O)N3CCOCC3)CC2)cc1
  1% | -5% | 0%
#41 N#CC1(NC(=O)CN2C(=O)NC(Cc3c[nH]c4ccccc34)C2=O)CCCCC1 (centres undefined)
  0% | -14% | -9%
#42 CCC(=O)N1CCC1(C)C(=O)Nc1cccc(OC)c1 (centres undefined)
  x | -5% | -8%
#43 Cc1cc(Cl)nc(-c2ccccc2)n1
  2% | 0% | -8%
#44 Cn1c(=O)c([N+](=O)[O-])c(NCCc2ccccc2)c2ccccc21
  5% | 16µM* | u
#45 Cn1c2c(c(=O)n(C)c1=O)C(c1ccccc1OC(F)F)C1=C(CCCC1=O)N2 (centres undefined)
  1% | 1% | -63%
#46 CNC(=O)N(O)C1N(/N=C/c2ccc(C)cc2)C(=S)SC1(C)C (centres undefined)
  x | -2% | -17%
#47 Cc1cc2c(c(SCC#N)n1)C(=O)OC2
  0% | -3% | 15%
#48 O=C(CSc1ncn[nH]1)Nc1ccccc1-c1ccccc1
  3% | -8% | 0%
#49 COc1cccc(C2/C(=C(/O)c3ccc4c(c3)CC(C)O4)C(=O)C(=O)N2CC2CCCO2)c1 (centres undefined)
  1% | 22% | 1%
#50 Cc1cc(NS(=O)(=O)c2ccc(NC(=O)Nc3cccc(Cl)c3)cc2)no1
  3% | 25% | -10%
#51 COC(=O)c1nn(-c2ccc(OC)cc2)c(=O)cc1Oc1cccc(Cl)c1
  -1% | -9% | 13%
#52 COc1cccc(C(=O)N(Cc2ccc(N(C)C)cc2)Cc2ccco2)c1
  14% | u | u
#53 Nc1c(/C=C2/C=CC(=O)C(O)=C2)c(=O)nc2sc(CC(=O)N3CCOCC3)nn12
  x | 18% | -14%
#54 CCn1c(=O)cc(SCC(=O)NCc2ccc(C)cc2)c2ccccc21
  -1%&0% | 26µM* | u
#55 C=CCCOc1ccccc1C(N)=O
  -10% | -23% | -21%
#56 O=C(Cc1c(Cl)cccc1Cl)N1CCN(S(=O)(=O)c2cccs2)CC1
  2% | u | 21µM*
#57 CN(Cc1nccs1)C(=O)C1CCC(=O)N(Cc2ccccc2F)C1 (centres undefined)
  3%[56.1 µM] | 0% | -21%
#58 CCCCOc1ccc(C(=O)NCc2cn3cccc(C)c3n2)cc1
  0% | u | u
#59 Cc1ccc(S(=O)(=O)N2CCN(C(=O)CN3CCCSc4ccccc43)CC2)cc1
  1%[56.1 µM] | u | u
#60 Cc1nc2ccccc2cc1C(=O)N/N=C/c1ccc([N+](=O)[O-])cc1
  10% | u | u

Record cards, as listed above.
OCC1(Cc2ccccc2)CCN(Cc2ccccn2)CC1 in the list: TDP1 inh = 0%; TDP1 cell noCPT = -6%; DT40 TDP1 CPT = -16%
CCn1c(=O)cc(SCC(=O)NCc2ccc(C)cc2)c2ccccc21 in the list: TDP1 inh = -1%&0%; TDP1 cell noCPT = 26µM*; DT40 TDP1 CPT = u
Cc1cc(C)n2nc(Cc3ccccc3)nc2n1 in the list: TDP1 inh = 4%; TDP1 cell noCPT = -30%; DT40 TDP1 CPT = -4%

Other structures.
Order of results: TDP1 inh | TDP1 cell noCPT | DT40 TDP1 CPT
#61 Cc1nnc(C)n1/N=C/c1cccs1
  -2% | -25% | 1%
#62 CN(Cc1ccccc1)C(=O)C(=O)c1cn(CC(=O)N2CCCC2)c2ccccc12
  0% | -19% | -23%
#63 OCC1(CCCc2ccccc2)CCN(C2CCC2)CC1
  x | 11% | -25%
#64 O=C1C=C(c2ccccc2)C(c2ccccc2)C1O (centres undefined)
  x | -19% | -17%
#65 COC(Cn1c(C)c(C(C)=O)c(C(C)=O)c1C)OC
  4% | 2% | -18%
#66 O=C(CSc1nnc(-c2ccc(Cl)cc2)n1Cc1ccco1)Nc1ccc2c(c1)OCCO2
  -8% | u | u
#67 Cn1cc(/C=C/C(=O)c2ccccc2)c2ccccc21
  9% | u | -23%
#68 Fc1ccccc1NC(=S)NCCc1ccccc1
  -1% | 9.2µM* | 7.3µM*
#69 CC(C)/C=C/CN1CCN(CCCc2ccccc2)C(CCO)C1 (centres undefined)
  x | u | u
#70 COc1ccc(NC(=O)CN2C(=O)CSC2=O)cc1
  -2% | 2% | 5%
#71 COC(=O)/C(=C1/Oc2ccc(C(C)(C)C)cc2S1)C(F)(F)F
  3% | 22% | -3%
#72 O=C1C2C3C=CC(C4CC34)C2C(=O)N1Cc1ccccc1 (centres undefined)
  5% | -28% | 7%
#73 Cc1ccc2oc(=O)n(CCOc3ccccc3Cl)c2c1
  1% | -29% | u
#74 Cc1ccc(S(=O)(=O)N2CCCC2)cc1C(=O)NCCOc1ccccc1
  0% | -30% | -24%
#75 COc1cccc(CN(CC(=O)NCC2CCCO2)C(=O)CCC(=O)Nc2cc(C)on2)c1 (centres undefined)
  0% | -14% | -8%
#76 COc1cc(/C=N/N(c2ccccc2)c2ccccc2)ccc1O
  x | 0% | -10%
#77 O=c1[nH]c(=O)n(Cc2ccco2)c2c1C(C(F)(F)F)(C(F)(F)F)N=C(c1ccco1)N2
  3% | u | -13%
#78 Cc1ccc(-c2n[nH]c(=O)c3ccccc23)cc1S(=O)(=O)NC(C)(C)C
  0% | -17% | u
#79 O=c1cc2c(nn1Cc1ccccc1)-c1ccccc1CC2
  9% | 12% | 13%
#80 Cc1n[nH]c(C)c1CN(C)C(=O)C1CCC(=O)N(CCc2cccc(F)c2)C1 (centres undefined)
  3% | 18% | 1%
#81 O=C1CNC(=S)N1C(CO)c1ccccc1 (centres undefined)
  x | -2% | -20%
#82 CC(=O)Nc1ccc(N2CCN(Cc3ccccc3)CC2)cc1
  x | 2% | 7%
#83 C=CCN(C)CC/C=C1\c2ccccc2CSc2ccccc21
  6%[56.1 µM] | u | u
#84 Cc1cc(NC(=O)Cn2cnc3c(cnn3C(C)(C)C)c2=O)no1
  0% | u | 5%
#85 CN(Cc1ccccc1)c1cc2c(c3c1ccn3C)C1CCC2O1 (centres undefined)
  x | 18µM* | u
#86 CCN(C(=O)COC(=O)c1cccc(S(=O)(=O)N(C)C)c1)c1c(N)n(Cc2ccccc2)c(=O)[nH]c1=O
  x | -12% | -2%
#87 Cc1ccc(Oc2ccc(NS(=O)(=O)c3cccc(C(=O)O)c3)cc2)cc1
  0% | 7.3µM* | -3%
#88 CCOc1ccccc1NC(=O)COC(=O)c1cc(C(=O)OC)cc([N+](=O)[O-])c1
  0% | -12% | 3%
#89 CCOc1ccc2[nH]c3nc(SCC(=O)NC4CCCC4)nnc3c2c1
  -9% | 6.5µM* | 5.2µM*
#90 O=C(NCCCN1CCOCC1)c1cc(Cl)ccc1Cl
  x | 19% | 2%

Order of results: TDP1 inh | TDP1 cell noCPT | DT40 TDP1 CPT
#91 COc1ccccc1NS(=O)(=O)c1cc([N+](=O)[O-])ccc1N/N=C/c1sc(N2CCOCC2)nc1-c1ccccc1
  4% | u | u
#92 COc1ccc(/C=C\C(=O)CC(O)(c2ccccc2)C(F)(F)F)cc1 (centres undefined)
  -1% | 15µM* | 16µM*
#93 CCCCc1c(Cc2ccccc2)ncn1CCc1ccccc1OC
  x | 5.2µM* | 2.9µM*
#94 O=c1c2ccccc2c(C=Nc2ccc(S(=O)(=O)N3CCCCC3)cc2)c(O)n1-c1ccc(Cl)cn1
  5% | -17% | -2%
#95 O=C1/C(=C/c2ccncc2)CCC/C1=C\c1ccncc1
  6% | 0.82µM* | 2.1µM*

Arranged by number of heavy atoms (smallest number first): some entries from above.
Order of results: TDP1 inh | TDP1 cell noCPT | DT40 TDP1 CPT
#92 COc1ccc(/C=C\C(=O)CC(O)(c2ccccc2)C(F)(F)F)cc1 (centres undefined)
  -1% | 15µM* | 16µM*
#93 CCCCc1c(Cc2ccccc2)ncn1CCc1ccccc1OC
  x | 5.2µM* | 2.9µM*
#94 O=c1c2ccccc2c(C=Nc2ccc(S(=O)(=O)N3CCCCC3)cc2)c(O)n1-c1ccc(Cl)cn1
  5% | -17% | -2%
